Assay outcomes as filed in PubChem BioAssay.
FECH block: inhibitors of human ferrochelatase, primary screen, biochemical, purified FECH, Ni-mesoporphyrin absorbance; Ni-mesoporphyrin absorbance 550 nm; calls only at 10 µM (by protocol); hit rate 3.3% among 20,000; AID 1671448, 2021;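 active = enzyme reaction rate more than 3 SD below the solvent-only control wells on the same plate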;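 also: lower slope than DMSO wells means FECH inhibition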
Target sequence (P22830 whole entry, looked up): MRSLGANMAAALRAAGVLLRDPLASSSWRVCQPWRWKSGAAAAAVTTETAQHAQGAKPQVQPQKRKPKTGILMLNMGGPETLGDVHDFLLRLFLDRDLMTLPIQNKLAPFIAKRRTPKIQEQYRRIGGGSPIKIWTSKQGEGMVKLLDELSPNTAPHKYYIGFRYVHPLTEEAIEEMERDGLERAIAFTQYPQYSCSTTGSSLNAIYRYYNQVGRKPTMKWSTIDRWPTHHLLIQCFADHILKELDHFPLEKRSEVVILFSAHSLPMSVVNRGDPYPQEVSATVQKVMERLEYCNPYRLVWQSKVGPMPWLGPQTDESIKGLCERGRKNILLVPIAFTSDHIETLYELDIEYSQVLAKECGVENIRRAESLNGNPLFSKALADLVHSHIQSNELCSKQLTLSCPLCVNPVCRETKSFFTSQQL
Calls only; i = inactive; + = active, no number.

FECH block	mol
i	Cn1nc(C(=O)NCc2ccccc2)c2c1CCN(C(=O)c1cccc(F)c1)C2
i	COc1ccc(OCc2cc(C(=O)N3CC=CC3)n[nH]2)c(Cl)c1
i	CC(=O)Nc1cccc(-c2csc(CN3CCNCC3)c2)c1
i	COCCCNC(=O)C1CCC(Cn2c(=O)c3sccc3n(CC(N)=O)c2=O)CC1 (stereo unspecified)
i	C/C(=C\c1ccco1)CN1C[C@H](N(C)C)C[C@H]1CO
i	Cc1cc2cc(C(=O)NCCCCc3ccccn3)ccc2o1
i	CC(C)(CO)CNC(=O)C1CC(=O)N(C2CC2)C1 (stereo unspecified)
i	O=C(Nc1ccc(Cl)c(N2CCCS2(=O)=O)c1)c1c(F)cccc1F
i	CC(C)c1ccc(S(=O)(=O)N2CCN(Cc3nc4cccnc4n3-c3cccc(F)c3)CC2)cc1
i	Cc1ccc(-n2ncc3c(-n4nc(C)cc4NC(=O)c4cccc(Cl)c4)ncnc32)c(C)c1
i	Cn1c(=O)c2c(-c3cccc(F)c3)c(NCc3ccccc3)oc2n(C)c1=O
i	Cn1ccc(CC(=O)NCc2cccc(OC(F)(F)F)c2)c1
i	Cc1cc2nc(CSC3CCCCC3)cc(=O)n2o1
i	O=C1NCCN2CCN(c3nc4ccc(Cl)cc4s3)CC12 (stereo unspecified)
i	Cc1ccc2c(c1)N(C(=O)CN1CCCN(Cc3ccccc3)S1(=O)=O)CCO2
i	CCOC(=O)Cn1c(=O)n(-c2ccc(C)c(C)c2)c2nc(-c3cccc(OC)c3)nc(C(N)=O)c21
i	CCOc1ccc(-c2nc(SCC(=O)NCCc3ccccc3)n3[nH]c(=O)cc3n2)cc1
i	O=C(O)CCCC(=O)Nc1nc2n(n1)C(c1ccc(Cl)cc1)C=C(c1ccc(Cl)cc1)N2 (stereo unspecified)
i	CC(C)CCC(c1ccccc1)N(C)Cc1nccn1C (stereo unspecified)
i	Cc1cc(N2CCCCC2)nc(N2CCN(S(=O)(=O)c3ccccc3F)CC2)n1
i	CCN(CC)C(=O)[C@@H]1C[C@@H](N)CN1Cc1cnn(-c2ccccc2F)c1
i	CC(c1cccc(-c2cc(O)cc(C(=O)O)c2)c1)N(C)C (stereo unspecified)
i	CCOC(=O)c1c(NC(=O)c2ccc(Cl)s2)sc2c1CCN(C(C)C)C2
i	CCc1ccc(S(=O)(=O)Nc2cnc(N(C)CCCc3c(C)nn(C)c3C)c(C(=O)O)c2)cc1
i	COc1ccc(-c2ncc3c(=O)n(CCN(C)C)c(=O)n(C)c3n2)cc1
i	Cc1ccc(Cn2c(CNS(=O)(=O)c3ccc(C)cc3C)nc3cccnc32)cc1
i	O=C(CSCc1nc(-c2ccc(F)cc2)no1)NCCC1=CCCCC1
+	Cc1ccc(Cl)cc1NCc1cc(=O)n2[nH]c(-c3ccccc3C)nc2n1
i	COc1cc(OC)cc(C(=O)Nc2cccc(N3CCCS3(=O)=O)c2)c1
i	Cc1nc2ncnn2c(Sc2ccccc2NC(=O)c2ccc(Cl)cc2)c1C
i	Cc1nc(C(C)C)ncc1C(=O)N1CCCC(c2[nH]ncc2-c2ccccc2)C1 (stereo unspecified)
i	CCCN(Cc1cccnc1)C(=O)c1cc(-c2ccccc2)nn1C
i	Cc1ccc(F)c(NC(=O)CCC(=O)N(C)Cc2cc(C3CC3)n[nH]2)c1
i	Cc1ccc(S(=O)(=O)Nc2nc3n(n2)C(c2ccccc2)C=C(c2ccc(Cl)cc2)N3)cc1 (stereo unspecified)
i	COC(=O)c1ccc(Cl)c(NS(=O)(=O)c2cc(N3C(=O)CCS3(=O)=O)ccc2OC)c1
i	COc1ccc(-n2ccnc2CN2CCN(C(=O)c3ccccc3)CC2)cc1
i	CCc1ccc(-n2c(CN3CCN(S(=O)(=O)c4ccc(C)cc4)CC3)nc3cccnc32)cc1
i	Cc1cc(Nc2ccc(OC(=O)c3ccc(C)c(C)c3)cc2)n2nc(-c3cccnc3)nc2n1
i	CCC(C)NC(=O)C1CCN(c2ccc(-c3ccccc3)nn2)CC1 (stereo unspecified)
i	Cc1cc(NC(=O)c2c(F)cccc2F)n(-c2ncnc3c2cnn3-c2cccc(Cl)c2)n1
i	Cc1c(CN(C)Cc2c(-c3ccccc3)nc3ccccn23)cnn1C
i	COc1cc(F)ccc1-c1cc(N)ccn1
i	CCc1nc(C)c(C(=O)N(C)Cc2cc(C(C)(C)C)n[nH]2)o1
i	COc1cc(OC)cc(C(=O)Nc2ccc(Cl)c(N3CCCS3(=O)=O)c2)c1
i	O=C1NCC2(CCCN(C(=O)c3ccc(-n4cnnc4)cc3)CC2)O1 (stereo unspecified)
i	CCc1nc(C)sc1CNC1CCCNC1 (stereo unspecified)
i	COc1cccc(-c2cc(N3CCN(C(=O)Nc4ccc5c(c4)OCCO5)CC3)ncn2)c1
i	CCCC1(C2CCN(Cc3nccn3C(C)C)CC2)NC(=O)NC1=O (stereo unspecified)
i	CCCCOc1ccc(C(=O)Nc2ccc(Nc3nc(C)cc(N4CCCC4)n3)cc2)cc1
i	O=C(CC1CCN(S(=O)(=O)c2ccccc2)CC1)NCCCN1CCCC1
i	NS(=O)(=O)c1ccc(NC(=O)c2cc3c([nH]c2=O)CCCC3=O)cc1
i	CC1CCCN(CCCNC(=O)C2CCN(c3ncnc4c3nc3n4CCCCC3)CC2)C1 (stereo unspecified)
i	COc1ccc(-c2cc3n(n2)CCC(=O)N3Cc2ccc(C(=O)NC3CCS(=O)(=O)C3)cc2)cc1 (stereo unspecified)
i	CCOc1ccc(N2CC(NC(=O)c3ccccc3)CC2=O)cc1 (stereo unspecified)
i	Cc1cccnc1-n1nc(C2CC2)nc1Cn1nc(C)c2ccccc2c1=O
i	CCCCN(C)c1nc(Nc2ccc(F)cc2)c2cnn(-c3ccccc3)c2n1

Next section.
FECH block	mol
i	CCc1ccccc1NC(=O)CSc1ncnc2nc(N(C)C)sc12
i	O=C(CN1C(=O)CCc2cc(S(=O)(=O)N3CCCC3)ccc21)NCc1cccs1
i	O=C(c1cncnc1)N1CCC(Cc2nnc(CO)n2-c2ccccc2)CC1
i	CCn1cncc1CNC(=O)C(C)N1C(=O)c2cccc3cccc1c23 (stereo unspecified)
i	CC(=O)Nc1c2n(c3ccccc13)CC(C)(C(=O)NC1CCCC1)N(Cc1ccc(C)cc1)C2=O (stereo unspecified)
i	Cc1ccc(NC(=O)C2CCCCC2)c(NC(=O)[C@@H]2CCCN2C)c1
i	Cc1oc2ncnc(N3CCOCC3)c2c1C(=O)NCCc1ccc(S(N)(=O)=O)cc1
i	O=C(Cc1c(F)cccc1Cl)N1CCC(O)(C2CCN3Cc4ccccc4N=C23)CC1 (stereo unspecified)
i	CC(c1cncs1)N(C)Cc1cnc2c(-c3ccccc3)cnn2c1 (stereo unspecified)
i	CCc1c(C)nc2ncnn2c1Sc1ccc(NC(=O)Nc2cccc(C(=O)OC)c2)cc1
i	COc1ccc(-c2cc(N3CCN(S(=O)(=O)c4cc(OC)ccc4OC)CC3)ncn2)cc1
i	CC(=O)N1CCn2nc(C(=O)NCC3(c4ccccc4)CCOCC3)cc2C1
i	COc1ccccc1N(Cc1nc2nc(C)cc(C)n2n1)C(=O)c1cccc(C)c1
i	CC(c1ccncc1)N(C)Cc1ccc(-n2cccn2)cc1 (stereo unspecified)
i	CCc1c(C)nc2ncnn2c1Sc1ccc(NC(=O)COc2ccccc2C)cc1
i	CCOc1ccc(-c2nc(CSc3nc(-c4ccc(OC)cc4)cc(=O)[nH]3)c(C)o2)cc1OC
i	COc1ccc(N2C(=O)CCS2(=O)=O)cc1S(=O)(=O)N1CCOCC1
i	Cc1cc(C)c2c(CC(=O)N3CCn4c(C(N)=O)cnc4C3)coc2c1C
i	COc1ccc(C(C)(C)C)cc1S(=O)(=O)N1CCN(c2nc(C)cc(N(C)C)n2)CC1
i	C=C1C(C)(C)[C@H]2CC[C@]1(C(=O)N1CCCn3nc(C(=O)OC)cc3C1)C2
i	O=C(C1CCCN(c2ncnc3c2nc2n3CCCCC2)C1)N1CCN(c2ccccn2)CC1 (stereo unspecified)
i	Cn1nc(C(=O)NCc2ccccc2)c2c1CCN(C(=O)c1ccccc1Cl)C2
i	Cc1ccsc1CN(CCO)C(=O)c1ccc2c(c1)CCCO2
i	O=C(CN1CCCN(Cc2cccc(Cl)c2)S1(=O)=O)Nc1ccccc1

Reformatted: entries from further up
Structure	FECH block
O=C(Cc1c(F)cccc1Cl)N1CCC(O)(C2CCN3Cc4ccccc4N=C23)CC1 (stereo unspecified)	i
CC(c1cncs1)N(C)Cc1cnc2c(-c3ccccc3)cnn2c1 (stereo unspecified)	i
CCc1c(C)nc2ncnn2c1Sc1ccc(NC(=O)Nc2cccc(C(=O)OC)c2)cc1	i
COc1ccc(-c2cc(N3CCN(S(=O)(=O)c4cc(OC)ccc4OC)CC3)ncn2)cc1	i
CC(=O)N1CCn2nc(C(=O)NCC3(c4ccccc4)CCOCC3)cc2C1	i
COc1ccccc1N(Cc1nc2nc(C)cc(C)n2n1)C(=O)c1cccc(C)c1	i
CC(c1ccncc1)N(C)Cc1ccc(-n2cccn2)cc1 (stereo unspecified)	i
CCc1c(C)nc2ncnn2c1Sc1ccc(NC(=O)COc2ccccc2C)cc1	i
CCOc1ccc(-c2nc(CSc3nc(-c4ccc(OC)cc4)cc(=O)[nH]3)c(C)o2)cc1OC	i
COc1ccc(N2C(=O)CCS2(=O)=O)cc1S(=O)(=O)N1CCOCC1	i
Cc1cc(C)c2c(CC(=O)N3CCn4c(C(N)=O)cnc4C3)coc2c1C	i
COc1ccc(C(C)(C)C)cc1S(=O)(=O)N1CCN(c2nc(C)cc(N(C)C)n2)CC1	i
C=C1C(C)(C)[C@H]2CC[C@]1(C(=O)N1CCCn3nc(C(=O)OC)cc3C1)C2	i
O=C(C1CCCN(c2ncnc3c2nc2n3CCCCC2)C1)N1CCN(c2ccccn2)CC1 (stereo unspecified)	i
Cn1nc(C(=O)NCc2ccccc2)c2c1CCN(C(=O)c1ccccc1Cl)C2	i
Cc1ccsc1CN(CCO)C(=O)c1ccc2c(c1)CCCO2	i
O=C(CN1CCCN(Cc2cccc(Cl)c2)S1(=O)=O)Nc1ccccc1	i

(continued)
FECH block	mol
i	CCCC(C)c1nnc(NC(=O)Cc2cn3ccsc3n2)s1 (stereo unspecified)
i	COCCCNC(=O)c1cccn1-c1nnc(N2CCCCC2)s1
i	Cc1cccc(OCC(=O)Nc2cc(C)nn2-c2ncnc3c2cnn3-c2cccc(C)c2C)c1
i	O=S(=O)(NCc1nc2cccnc2n1Cc1ccccc1Cl)c1cccs1
i	COC(=O)CN1CCC(NC2CCCC(C)(C)C2)CC1 (stereo unspecified)
i	COc1nc(OC)nc(-c2c[nH]c3ccc(C)cc23)n1
i	COc1ccccc1N1CCN(C2CCCN(C(=O)c3ccc(=O)[nH]c3)C2)CC1 (stereo unspecified)
i	CCCCN(CC)c1ncc(NS(=O)(=O)c2ccc(Cl)c(Cl)c2)cc1C(=O)O
i	Cc1cccc(NC(=O)CC(=O)NC[C@@H]2CCCO2)c1C
i	Cc1nnc(SCCCN2Cc3ncccc3C2=O)s1
i	COc1ccccc1NC(=O)Nc1nc(CC(=O)Nc2ccc(Br)cc2)cs1
i	COc1ccc(F)c(CN2CCCC(O)(CN(C)Cc3noc(C)n3)C2=O)c1 (stereo unspecified)
i	Cc1ccoc1C(=O)N1CCNCC1C(=O)Nc1ccc(F)cc1 (stereo unspecified)
i	CCCN(Cc1ccc(SC)cc1)C(=O)c1cnc2ccccn2c1=O
i	CCCCN(C)C(=O)C1CCN(c2ccc(-c3cccs3)nn2)CC1
i	CC(C)(C)NC(=O)C1CCN(c2ccc(-c3cccs3)nn2)CC1
i	CCNC(=O)N1CCC(NC(=O)c2ccc(OCC)o2)CC1
i	C=CCNc1nc(SC)nc(-c2ccccc2)c1C#N
i	Cc1[nH]nc(CCC(=O)NCC2CCCN(C3CCCC3)C2)c1C (stereo unspecified)
i	COc1cccc(Nc2nc(NCC(C)O)nc3c2cnn3-c2ccccc2)c1 (stereo unspecified)
i	Cc1cc(NC(=O)c2ccc(C)c(C)c2)n(-c2ncnc3c2cnn3-c2ccc(Cl)cc2)n1
i	COc1ccc(N2C(=O)CCS2(=O)=O)cc1S(=O)(=O)NC1CCCC1
i	CC(C)N(CCN1CCCCCC1)Cc1ccc(C(=O)O)cc1
i	Cc1cc(C)n2nc(CC(=O)NC(C)c3ccccc3-n3cccn3)nc2n1 (stereo unspecified)
i	O=S1(=O)N(Cc2ccc(Cl)cc2)CCCN1Cc1cccc(C(F)(F)F)c1
i	COc1ccc(-n2c(CN3CCN(S(=O)(=O)c4cccc(OC)c4)CC3)nc3cccnc32)cc1
i	CC(C)N1CCNC(=O)C1CC(=O)NCc1cn[nH]c1-c1cccs1 (stereo unspecified)
i	CCCn1ccnc1CN1CCC(c2ccnc(-c3ccncc3)c2)C1 (stereo unspecified)
i	CC(=O)Nc1cccc(NC(=O)Cc2csc(NC(=O)Nc3cccc(Cl)c3)n2)c1
i	O=C1c2cccnc2CN1CCc1cnn(-c2ccccc2)c1
i	CCn1c(C2CCN(C(=O)C(C)Nc3c(C)cccc3C)CC2)n[nH]c1=O (stereo unspecified)
i	CCCN(CCC)c1ncc(NS(=O)(=O)c2ccccc2)cc1C(=O)O
i	CCn1nc(C)c(CNC2CCc3ccc(OC)cc3C2)c1C (stereo unspecified)
i	CN1CCCC2(CC1)CCN(C(=O)CCNC(=O)c1ccc(F)cc1)CC2
i	O=C(CN1C(=O)C2CCCCN2C(=O)c2ccccc21)NCc1ccc(Cl)cc1 (stereo unspecified)
i	CC(C)c1nnsc1CNC(=O)CN1CCOc2ccccc2C1
+	Cc1ccc(NCc2cc(=O)n3[nH]c(-c4ccc(C(C)(C)C)cc4)nc3n2)c(C)c1
i	COc1ccc(CN(C)C(=O)CCc2nc(-c3ccccc3C)no2)c2cccnc12
i	COc1ccc(Cl)cc1S(=O)(=O)NCCn1c(-c2ccc(F)cc2)nc2cccnc21
i	Cc1nc2cccnc2n1C1CCN(S(=O)(=O)c2ccc(NC(=O)CC(C)C)cc2)CC1
i	Cc1cc(C)cc(NC(=O)N2CCN(c3cc(-c4cccc(C)c4)ncn3)CC2)c1
i	Cc1cccc(N(Cc2nc3nc(C)cc(C)n3n2)C(=O)CC(C)C)c1
i	Cc1[nH]nc(CCC(=O)NCC2=CCCCC2)c1C

An excerpt (hit frequency here may not be typical).
